Hep lipid drop: modulators of hepatic lipid droplet formation; AML12 mouse hepatocytes, oleate lipid droplets, BODIPY imaging; inhibition, % at 6.5 µM; 0.4% of 240,000 active; AID 1656;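 active = lipid droplet intensity inhibited by at least 50%, with more than 500 cells counted; inconclusive = wells with under 300 cells, treated as cytotoxic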
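Material – mouse AML12 hepatocyte cell line, fixed after treatment · Compound dosing – one dose, 6.5 µM compound · Times – compound with oleate, overnight · Measured by – Image-based BODIPY and DAPI two-channel analysis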
XIAP displacement: small molecules displacing peptide from XIAP – biochemical, IAP family, fluorescence polarization (AID 1018); XIAP BIR domain, fluorescence polarization peptide displacement; higher % means a stronger effect; displacement, % at 20 µM; hits with a dose series show IC50 in µM; 0.007% of 200,000 active; in the data active = displacement above about 50%; note: a part of the inactive calls stands beside numbers as strong as those of hits
Siah-1 displacement: Siah-1 peptide-binding antagonists, primary screen, biochemical, fluorescence polarization, rhodamine-plectin, uHTS (AID 1817) | Siah-1 / rhodamine-plectin peptide fluorescence polarization; higher % means a stronger effect | 0.02% of 290,000 active | displacement, % at 20 µM, or IC50 in µM where a hit was titrated;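 active = displacement of at least 50% at 20 µM, with a fluorescence ratio check between 0.3 and a set limit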;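 note: plate controls were Siah plus tracer with DMSO for no effect and tracer alone without Siah for full effect; strong numbers were not always called active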
HEK293 NOD2/NF-kB: inhibition of NOD2-driven NF-kB reporter – cell-based, luminescence, uHTS, HEK293 (AID 1566). HEK293 NOD2/NF-kB luciferase reporter, luminescence; higher % means a stronger effect. inhibition, % at 4 µM, or EC50 in µM where a hit was titrated. 0.63% of 290,000 active; note: many of its hits are not listed in these tables
CSM14.1 death rescue: protection against thapsigargin-triggered cell killing – 384-well, CSM14.1, ATP luminescence, primary screen (AID 1222); cellular ATP content (survival), % at 20 µM, or EC50 in µM where a hit was titrated; CSM14.1 thapsigargin-induced death rescue, ATP luminescence; higher % means a stronger effect; 190,000 tested, under 10 active;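 active = EC50 below 50 µM in the dose-response confirmation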;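 note: death triggered by thapsigargin at about 15 µM added after 2 h compound pretreatment; cell ATP read after overnight thapsigargin exposure of roughly 18 to 22 hours; normalized against plate controls of thapsigargin alone and 5% DMSO vehicle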
LYP inhibition: inhibitors of LYP phosphatase, biochemical, fluorescence intensity, uHTS (AID 1779) | inhibition, % at 11.5 µM; hits with a dose series show IC50 in µM | 0.054% of 290,000 active | recombinant LYP phosphatase, fluorescence intensity; higher % means a stronger effect;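 note: plate controls were vehicle with enzyme for no effect and no enzyme for full effect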
AID2073: disruptors of CaV2.2 binding to Mint1 – biochemical, HTRF (AID 2073); 0.19% of 290,000 active; one-dose inhibition, % at 20 µM; IC50 in µM for titrated hits; HTRF protein-protein interaction, Mint1-CaV2.2; higher % means a stronger effect; in the data active = inhibition mostly above about 51%, no sharp cut-off; inconclusive = no clear call, values can overlap the other calls; inactive = mostly below about 53%; note: some results filed as inactive read as strong as hits
M17LAP inhibition: P. falciparum M17LAP inhibitors, primary screen, biochemical, fluorogenic H-Leu-NHMec substrate, 1536-well (AID 1619); 0.38% of 220,000 active; recombinant M17LAP, H-Leu-NHMec fluorogenic kinetic assay; higher % means a stronger effect; one-dose inhibition, % at 30 µM; IC50 in µM for titrated hits;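 active = compound inhibiting the enzyme by more than half at any dose during confirmatory dose-response retesting; inconclusive = strong single-dose inhibitors picked by rank but not retested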;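 note: plate controls were full reaction with DMSO carrier for no effect and no enzyme background for full effect; strong numbers were not always called active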
M1AAP inhibition: P. falciparum M1AAP inhibitors, biochemical, fluorogenic H-Leu-NHMec substrate, 1536-well (AID 1445) | recombinant M1AAP, H-Leu-NHMec fluorogenic kinetic assay; higher % means a stronger effect | inhibition, % at 30 µM, or IC50 in µM where a hit was titrated | 0.42% of 220,000 active;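 active = primary inhibition above the hit cutoff, then over 50% inhibition at one or more dose response concentrations, cut at about 23% in these data, passing the limit was not always enough; inconclusive = conflicting primary data, or primary hits not chosen for dose response; inactive = low primary inhibition, or under 50% at every dose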;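 note: plate controls were DMSO full reaction for no effect and no enzyme background for full effect; strong numbers were not always called active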
Hep lipid drop cells 6.5 µM: further read-out of Hep lipid drop, marked with its call; cell count; measured here: cell count, cytotoxicity flag;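 cells counted across two imaged fields per well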
Starred values were filed as active, the others as inactive; ? = inconclusive; . = no result given. Cut-off read from the data, not from the text of the source, unless noted: active = inhibition above about 50%; inactive = the rest.

SMILES | Hep lipid drop | Hep lipid drop cells 6.5 µM | XIAP displacement | Siah-1 displacement | HEK293 NOD2/NF-kB | CSM14.1 death rescue | LYP inhibition | AID2073 | M17LAP inhibition | M1AAP inhibition
O=C(Nc1sccc1C(=O)NCc1ccco1)c1cccnc1 | -6 | 681 | -4.5% | 1% | 18% | -0.8% | 0% | 0% | 15% | 10%
Cc1ccccc1OCC(=O)NNC(=O)CSc1nc(N)cc(N)n1 | 8 | 682 | -5.0% | 15% | 10% | 1.0% | -2% | 16% | 4% | 2%
COc1ccc(S(=O)(=O)/N=C2/NC(=O)/C(=C\c3cc(OC)c(OC)cc3[N+](=O)[O-])S2)cc1 | 7 | 760 | -3.0% | -4% | 16% | -2.9% | 1% | 1% | -41% | 22µM*
O=C(Nc1ccc(OC(F)(F)F)cc1)N1CCN(c2ccnc3cc(Cl)ccc23)CC1 | 2 | 644 | . | 1% | 24% | . | 4% | 6% | 10% | -4%
Cc1ccc(C(=O)NC(=S)Nc2ccc(N3CCOCC3)cc2)c(C)c1 | 8 | 638 | -4.0% | -3% | 1% | -1.2% | 0% | 4% | 5% | 13%
Cc1cc(C(F)F)nn1CC(=O)NC1CCCC1 | -3 | 788 | . | 0% | 3% | . | -4% | ? | . | .
CC12CCC(C(=O)N3CCCCC3)(CC1=O)C2(C)C (stereo unspecified) | -1 | 527 | -4.6% | 0% | 9% | -0.5% | -4% | -5% | -15% | 5%
C/C(CC(=O)Nc1ccc([N+](=O)[O-])cc1)=N/NC(=O)C1C2CCCCC21 (stereo unspecified) | 16 | 704 | . | -2% | 10% | . | -5% | -4% | -1% | 11%
CN1CCN(CCCCOc2ccc(F)cc2)CC1 | . | . | -7.0% | -4% | 0% | 0.0% | -16% | -10% | -3% | -6%
CCCCN(C)CCNC(=O)C(NC(=O)C1CCC(C)CC1)C(C)C (stereo unspecified) | -13 | 731 | 0.7% | 0% | 8% | -1.0% | -5% | 10% | 5% | 4%
CCOC(=O)N1CCN(C(=O)c2cnn3ccccc23)CC1 | . | . | 0.8% | -4% | -36% | 2.2% | -5% | -9% | 6% | 10%
O=C(O)CCC(=O)Nc1nc2ccccc2s1 | 16 | 775 | -2.0% | -2% | 9% | -4.5% | -4% | 0% | 16% | 1%
COc1ccc(CN2CCS(=O)(=O)CC2)cc1OC | 19 | 683 | -3.7% | 6% | 19% | -1.3% | -10% | 1% | -6% | -2%
Nc1nn(-c2ccccc2)c(N)c1N=Nc1ccc2c(c1)OCO2 | 0 | 691 | -2.2% | 3% | -144% | -2.9% | 1% | 1% | 7% | 9%
O=[N+]([O-])c1ccccc1CN1CCN(Cc2ccccn2)CC1 | 3 | 735 | -4.5% | 20% | -4% | -0.9% | -8% | -4% | -1% | 2%

Profiles from above.
Cc1ccccc1OCC(=O)NNC(=O)CSc1nc(N)cc(N)n1 reads Hep lipid drop: 8; Hep lipid drop cells 6.5 µM: 682; XIAP displacement: -5.0%; Siah-1 displacement: 15%; HEK293 NOD2/NF-kB: 10%; CSM14.1 death rescue: 1.0%; LYP inhibition: -2%; AID2073: 16%; M17LAP inhibition: 4%; M1AAP inhibition: 2%
O=C(O)CCC(=O)Nc1nc2ccccc2s1 reads Hep lipid drop: 16; Hep lipid drop cells 6.5 µM: 775; XIAP displacement: -2.0%; Siah-1 displacement: -2%; HEK293 NOD2/NF-kB: 9%; CSM14.1 death rescue: -4.5%; LYP inhibition: -4%; AID2073: 0%; M17LAP inhibition: 16%; M1AAP inhibition: 1%

Next section
SMILES | Hep lipid drop | Hep lipid drop cells 6.5 µM | XIAP displacement | Siah-1 displacement | HEK293 NOD2/NF-kB | CSM14.1 death rescue | LYP inhibition | AID2073 | M17LAP inhibition | M1AAP inhibition
CCN(CC)C(=O)NCc1c(C)cc(C)cc1C | 5 | 727 | -6.3% | 2% | 11% | -2.0% | 1% | 2% | 7% | 4%
COc1cccc(-n2nc3c(-n4ncc(C#N)c4N)nnc(C)c3c2C)c1 | 0 | 730 | -5.4% | 1% | 22% | -2.6% | -3% | 11% | 4% | 8%
c1ccc(-c2cc(N3CCOCC3)nc(-c3ccccc3)n2)cc1 | . | . | -3.2% | -1% | 22% | -2.2% | -10% | -7% | 13% | 6%
Cc1c(Cl)sn(-c2ccc(Cl)cc2)c1=O | 59* | 334* | -4.1% | -6% | -58% | -5.2% | -2% | 79%* | -2% | -6%
COc1ccc(-c2cc(C)no2)cc1S(=O)(=O)N1CCOc2ccc(C)cc21 | -2 | 723 | . | 7% | 11% | . | -8% | 8% | . | .
CCOc1ccc(CCNC(=O)CCNS(=O)(=O)c2ccc3c(c2)CCN3C(C)=O)cc1OCC | 2 | 733 | . | 5% | 4% | . | -8% | -6% | . | .
Cc1ccc(/C=C/C(=O)O)cc1S(=O)(=O)NC1CCS(=O)(=O)C1 (stereo unspecified) | 8 | 655 | -3.1% | 7% | 10% | 0.1% | -4% | 2% | 1% | -1%
O=C(C1CCN(C2CCN(Cc3ccc4c(c3)CCO4)CC2)CC1)N1CCCC1 | 0 | 648 | -1.3% | 9% | 30% | -0.3% | -7% | 18% | 6% | 4%
COC(=O)Cc1c(C)c2ccc(OCC(=O)N(C)C)cc2oc1=O | 15 | 791 | -1.7% | 7% | -2% | -0.7% | -18% | 8% | -55% | 3%
O=C(CN1CCC(C(=O)c2ccc(F)cc2)CC1)Nc1ccccc1Cl | -6 | 768 | . | -2% | 2% | . | -2% | 9% | . | .
COc1ccc2[nH]c(=O)c(-c3noc(-c4ccc(F)cc4)n3)cc2c1 | 21 | 718 | 2.0% | 8% | -21% | -0.1% | 10% | 14% | -7% | 4%
Cc1ccc(Cl)cc1N1CCN(c2cccc[n+]2C)CC1 | -12 | 636 | -2.6% | 14% | 15% | -4.8% | -5% | -5% | -2% | 15%
Cc1cc(-c2ccc(C)c(S(=O)(=O)N3CCN(C(=O)c4ccco4)CC3)c2)on1 | -6 | 756 | . | 2% | 22% | . | -5% | -3% | . | .
COc1ccc(C(CC(=O)O)NC(=O)COc2ccccc2OC)cc1OC (stereo unspecified) | . | . | -1.9% | 3% | 16% | -1.3% | -5% | -9% | -19% | 3%
CCOC(=O)c1cnc2c(OC)cccc2c1Oc1ccccc1 | -7 | 731 | . | -1% | 12% | . | -8% | -1% | . | .
O=CNCCCc1nc2ccccc2n1Cc1ccccc1 | . | . | -0.3% | -6% | 5% | 1.2% | -4% | 10% | 2% | -1%
CC12CC(c3ccccc3O1)C(/C(N)=N/NC(=O)c1ccc(F)cc1)C(=O)N2 (stereo unspecified) | 8 | 686 | -12% | 5% | 0% | 0.1% | -3% | 1% | 15% | 8%
Cc1c(Cl)cccc1NC(=O)CC1NCCNC1=O (stereo unspecified) | . | . | -3.8% | 0% | 6% | -0.8% | -2% | 0% | -4% | 0%
CCC(=O)Nc1cccc(-c2ccc(N3CCCCC3)nn2)c1 | 5 | 767 | . | 3% | -98% | . | -9% | 9% | . | .
O=C(COc1ccc2c3c(c(=O)oc2c1)CCC3)N1CCCC1 | -2 | 802 | . | -2% | 14% | . | -7% | 36% | . | .
Cc1ccc(OCCn2c3ccccc3n3nc(C)c(=O)nc23)cc1 | -2 | 684 | -0.7% | -3% | 13% | -1.6% | -8% | 6% | 2% | 2%
C=CCn1c(O)c(C=Nc2ccc(Cc3ccncc3)cc2)c(=O)[nH]c1=S | . | . | -2.4% | 2% | 5% | 1.5% | -6% | 25% | 3% | 3%
CCc1sc(/C=C(/C#N)C(N)=S)cc1[N+](=O)[O-] | 0 | 727 | -2.8% | -1% | 7% | -2.6% | -2% | 53% | 2% | 9%
COc1cc(CNCc2ccccn2)ccc1OCc1ccccc1Cl | 11 | 682 | -2.5% | 5% | -2% | -0.8% | 0% | -2% | 20% | 4%
CC(NC(=O)Cc1ccccc1)C(c1ccccc1)N1CCOCC1 (stereo unspecified) | -16 | 594 | -3.4% | 7% | 0% | -0.1% | -4% | 1% | 1% | -2%
Cc1ccc(NC(=O)CSc2nccn2Cc2ccco2)c(C)c1 | -3 | 816 | . | 9% | -60% | . | -6% | -3% | . | .
COC(=O)c1c(NC(=O)CN2CCN(c3ccccc3OC)CC2)c2cc(C)ccc2n1C | . | . | -2.7% | 1% | -10% | 1.2% | 2% | -2% | -5% | -1%
CCOC(=O)c1cc(S(=O)(=O)N2CCN(C3CCCCC3)CC2)cn1C | -11 | 669 | . | -2% | 7% | . | -15% | 3% | . | .
CCOc1ccc2nc(N=NC3=C(O)CC(C)(C)CC3=O)sc2c1 | 1 | 683 | -13% | -3% | -27% | -1.5% | 6% | -11% | 20% | 8%
Cc1cc(NC(=O)CCCC(=O)OCC(F)(F)C(F)F)cc(C)c1C(=O)O | . | . | -3.1% | -3% | 32% | 3.4% | -9% | 4% | -9% | -3%
COc1ccc(-c2cc(C(F)(F)F)nc(NCc3cccs3)n2)cc1 | -7 | 734 | 2.3% | 10% | 13% | -0.2% | 6% | 7% | -12% | 5%
N#Cc1sc2nc(-c3ccccc3)cc(C(F)(F)F)c2c1N | -14 | 749 | 2.7% | -2% | -4% | -1.2% | -5% | 23% | 3% | -3%
Cc1cnc(C(=O)NCCc2ccc(Cl)cc2)cn1 | 3 | 740 | . | 9% | -10% | . | -3% | 17% | . | .
CN(C)CCCN(C(=O)c1ccc(C(=O)c2ccccc2)cc1)c1nc2cc3c(cc2s1)OCCO3 | -5 | 647 | . | 1% | 13% | . | -4% | -4% | . | .
COc1ccc(/C=C(\NC(=O)c2ccccc2)C(=O)OCC2CCCN3CCCCC23)cc1OC (stereo unspecified) | -3 | 648 | -2.7% | 3% | 17% | -0.5% | -2% | 8% | 31% | 5%
CCN1C(c2ccccc2)C(C)C(=O)C(C)C1c1ccccc1 (stereo unspecified) | 28 | 805 | -2.0% | -7% | -3% | 0.7% | 1% | -6% | 1% | 1%

An excerpt from above in order of their number in Siah-1 displacement, ascending:
mol,Siah-1 displacement
CCN1C(c2ccccc2)C(C)C(=O)C(C)C1c1ccccc1 (stereo unspecified),-7%
N#Cc1sc2nc(-c3ccccc3)cc(C(F)(F)F)c2c1N,-2%
CN(C)CCCN(C(=O)c1ccc(C(=O)c2ccccc2)cc1)c1nc2cc3c(cc2s1)OCCO3,1%
COc1ccc(/C=C(\NC(=O)c2ccccc2)C(=O)OCC2CCCN3CCCCC23)cc1OC (stereo unspecified),3%
Cc1cnc(C(=O)NCCc2ccc(Cl)cc2)cn1,9%
COc1ccc(-c2cc(C(F)(F)F)nc(NCc3cccs3)n2)cc1,10%

An excerpt; rates above refer to the full screens.
